# Tcruzi prolif: blocks T. cruzi growth in NIH3T3 culture. inhibition, % at 8.34 µM. T. cruzi beta-gal in NIH3T3, GalScreen luminescence, 90 h. actives 5.9% (n = 77,000);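 active means mean inhibition above about 93%, with at least 55% of replicates each passing it, limit read from the data, passing the limit was not always enough; inconclusive means only one of those two conditions holds; inactive means neither condition holds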
# KDM4C inh: blocks human GASC-1 (KDM4C) demethylase activity | Q9H3R0 | GST-KDM4C 2-372, H3K9me3 peptide, LANCE TR-FRET | inhibition, % at 12.5 µM | actives 0.15% (n = 96,000);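 active means mean replicate inhibition above about 25%, with at least 55% of replicates also reaching it, limit read from the data, passing the limit was not always enough; inconclusive means only one of those two conditions met; inactive means neither condition met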
# Target sequence (Q9H3R0 2-372 limits assumed): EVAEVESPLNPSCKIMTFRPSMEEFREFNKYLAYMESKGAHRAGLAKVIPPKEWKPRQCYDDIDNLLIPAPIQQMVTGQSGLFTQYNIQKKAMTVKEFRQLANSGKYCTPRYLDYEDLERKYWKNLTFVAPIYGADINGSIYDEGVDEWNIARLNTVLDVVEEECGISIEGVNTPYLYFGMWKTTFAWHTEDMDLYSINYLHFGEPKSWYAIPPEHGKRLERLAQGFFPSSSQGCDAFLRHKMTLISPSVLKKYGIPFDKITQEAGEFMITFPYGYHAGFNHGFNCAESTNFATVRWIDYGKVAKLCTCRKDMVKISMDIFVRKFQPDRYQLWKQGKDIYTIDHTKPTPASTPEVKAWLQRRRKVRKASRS
#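 reagent = H3K9me3 peptide substrate, Fe(II), 2-oxoglutarate | system = GST-tagged GASC-1 (JMJD2C) catalytic fragment, aa 2-372 | amount = enzyme final amount 10 nM | read-out = Fall in 671/618 emission ratio as inhibition | medium = HEPES buffer, pH 7.5, plus ascorbate | schedule = 30 min reaction, 60 min detection, RT | measured by = LANCE TR-FRET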
# Pf Dd2 growth: blocks growth of Plasmodium falciparum Dd2 parasites; P. falciparum Dd2 growth, SYBR Green, 72 h; active compounds read low; activity change, % at 10 µM; actives 2.3% (n = 94,000); AID 1159554; in the data active means activity change below about -80%; inconclusive means no clear call, values can overlap the other calls
# C diff HTS: C. difficile growth inhibition. actives 0.25% (n = 86,000). Clostridium difficile clinical isolate growth, OD600, 24 h; active compounds read low. growth activity, negative = inhibition, % at 16 µg/mL (by protocol). AID 1259249;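 active means mean growth activity at or below -80% and every replicate also at or below -80%; inconclusive means mean at or below -80% but some replicate above -80%; inactive means mean growth activity above -80%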;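 further: 0% = DMSO wells and -100% = levofloxacin 16 µg/mL wells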
# An asterisk follows results filed as active; u = inconclusive; x = not tested or not shown; & = joins results of further samples.
# Results follow in this order: Tcruzi prolif	KDM4C inh	Pf Dd2 growth	C diff HTS
COc1ccc(-c2ccc(C3[C@H]4CNC[C@@H]3N4C(=O)Nc3ccc(F)cc3)cc2)cc1 (some centres not stated)
→ x	-3.1&-0.2	-2&24	49&-10
CCC(=O)Nc1ccc2c(c1)OC[C@H](C)N(C(=O)Cc1ccccn1)C[C@H](C)[C@H](OC)CN(C)C2=O
→ -4	0.6	2	x
C[C@H](CO)N1C[C@H](C)[C@@H](CN(C)Cc2ccc3c(c2)OCO3)OCCCC[C@H](C)Oc2ccc(NC(=O)c3ccncc3)cc2C1=O
→ 103*	7.3	1	-3
C[C@H]1CCCCO[C@@H](CN(C)Cc2ccc(C(F)(F)F)cc2)[C@@H](C)CN([C@@H](C)CO)C(=O)c2cc(NS(=O)(=O)c3cccs3)ccc2O1
→ 112*	-0.9	-53	5
COc1ccc(S(=O)(=O)N(C)C[C@@H]2Oc3c(NC(=O)c4cnccn4)cccc3C(=O)N([C@H](C)CO)C[C@H]2C)cc1
→ -7	-0.9	7	x
COc1ccc(NC(=O)N(C)C[C@H]2Oc3ccc(NC(=O)CCN4CCOCC4)cc3C(=O)N([C@@H](C)CO)C[C@@H]2C)cc1
→ 26	-2.2	6	2
O=C(NCC[C@@H]1CC[C@H](NC(=O)C2CCCC2)[C@@H](CO)O1)c1ccc(F)cc1
→ x	0.3	-2	-1
Cc1noc(C)c1NC(=O)NCC[C@@H]1CC[C@@H](NC(=O)Nc2cccc(F)c2)[C@H](CO)O1
→ -15	-1.3	-1	4
CN1[C@@H]2Cn3c(ccc(C4=CCCC4)c3=O)[C@H]1[C@@H](C(=O)NC1Cc3ccccc3C1)[C@@H]2CO
→ 82	-1.4	0	-4
CCNC(=O)C[C@@H]1CC[C@@H](NC(=O)C2CC2)[C@@H](CO)O1
→ -9	1.0	15	x
C[C@@H]1CN([C@@H](C)CO)S(=O)(=O)c2ccc(-c3ccccc3)cc2O[C@@H]1CN(C)Cc1ccccc1
→ 121*	-0.2	-15	3
CN1C(=O)c2cc(NC(=O)Nc3ccccc3F)ccc2OC[C@@H]2O[C@@H](CC(=O)O)CC[C@@H]21
→ -18	-1.4	4	8
C[C@@H]1CN([C@H](C)CO)S(=O)(=O)c2ccc(C#Cc3ccccc3F)cc2O[C@@H]1CN(C)C(=O)c1ccc2c(c1)OCO2
→ x	-0.4	-67	0
COc1cccc(S(=O)(=O)Nc2ccc3c(c2)[C@@H]2C[C@@H](CC(=O)NCCc4ccccc4)O[C@@H](CO)[C@@H]2O3)c1
→ -21	-1.6	-33	x
O=C(Nc1ccc(F)cc1)N1CC(=O)N2[C@H](CO)[C@H](c3ccc(C#Cc4ccc(F)cc4)cc3)[C@H]2C1
→ x	-1.3	5	1
CN(C)CC#Cc1ccc([C@@H]2[C@@H](CO)N3CCCCN(CC4CC4)C[C@@H]23)cc1
→ 75	4.7	-8	8
CCCNC(=O)N1CC2(CN(Cc3ccc(F)cc3)C2)c2c([nH]c3cc(OC)ccc23)[C@H]1CO
→ x	-2.1	2	-6
C[C@H](CO)N1C[C@H](C)[C@@H](CN(C)Cc2ccc(C(=O)O)cc2)Oc2c(NC(=O)Nc3ccccc3)cccc2C1=O
→ x	1.4	-3	1
C[C@@H]1CN([C@@H](C)CO)C(=O)c2cccc(NC(=O)CCCCCC(=O)Nc3ccccc3N)c2O[C@H]1CN(C)S(=O)(=O)c1ccc(F)cc1
→ x	-2.4	-76	-5
CO[C@@H]1CN(C)C(=O)c2cc(NS(=O)(=O)c3ccc(C)cc3)ccc2OC[C@@H](C)N(C(=O)NC(C)C)C[C@@H]1C
→ 34	0.1	-6	x
CO[C@@H]1CC[C@H]2CCOc3c(C#N)cccc3C(=O)N(C)C[C@@H](OC)[C@H](C)C(=O)N(C)C[C@@H]1O2
→ 21	-0.4	x	-3
COc1ccc2c3c([nH]c2c1)[C@H](CO)N(C)CC31CN(C(=O)c2ccccc2F)C1
→ x	x	10	0
Cc1ccc(S(=O)(=O)Nc2ccc3c(c2)C(=O)N([C@@H](C)CO)C[C@H](C)[C@@H](CN(C)C(=O)Nc2cccc4ccccc24)OCCCC[C@@H](C)O3)cc1
→ 95	-2.0	-85*	-7
CC(C)NC(=O)Nc1ccc2c(c1)C(=O)N([C@H](C)CO)C[C@H](C)[C@H](CN(C)C(=O)Nc1ccc(F)cc1)O2
→ 24	1.4	2	-8
Cc1ccc(-c2cnc3c(c2)C(=O)N([C@@H](C)CO)C[C@H](C)[C@@H](CN(C)C(=O)Cc2ccncc2)O3)cc1
→ 81	1.2	-69	-9
C[C@@H]1CN([C@H](C)CO)C(=O)c2cccc(NC(=O)c3cnccn3)c2O[C@H]1CN(C)CC1CC1
→ 1	0.3	12	1
CN(C)CC(=O)N[C@@H]1CC[C@@H](CCNS(=O)(=O)c2ccccc2)O[C@H]1CO
→ x	0.8	7	-6
CC(C)OC(=O)N(C)C[C@H]1OCc2cnnn2CCCC(=O)N([C@@H](C)CO)C[C@H]1C
→ 15&-131	1.6	-3&30	0&0
COCCNC(=O)C[C@@H]1C[C@H]2c3cc(NC(=O)Nc4ccc(OC)cc4)ccc3O[C@H]2[C@H](CO)O1
→ -5	1.0	-19	-1
COc1cccc(-c2ccc3c(c2)[C@@H]2[C@@H](CCN2S(=O)(=O)c2cn(C)cn2)[C@@H](CO)N3)c1
→ 63	0.3	-79	2
COCC(=O)Nc1ccc2c(c1)OC[C@H](C)N(C(=O)c1cccnc1)C[C@@H](C)[C@@H](OC)CN(C)C2=O
→ -12	0.6	25	-12
C[C@H](CO)N1C[C@H](C)[C@H](CN(C)C(=O)c2ccccn2)Oc2ncc(C#Cc3ccccc3)cc2C1=O
→ 70	0.7	-12	-4
CO[C@@H]1CN(C)C(=O)c2ccc(NC(=O)Cc3ccccc3)cc2OC[C@H](C)N(C(=O)c2ccccc2F)C[C@@H]1C
→ 44	-1.7	-75	x
O=C(NCC1CC1)[C@@H]1[C@@H](CO)[C@@H]2Cn3c(ccc(-c4ccncc4)c3=O)[C@@H]2N1Cc1cocn1
→ -17	1.7	16	-3
C[C@H](CO)N1C[C@H](C)[C@@H](CN(C)CC2CCCCC2)Oc2c(NC(=O)CCCCCC(=O)Nc3ccccc3N)cccc2C1=O
→ x	-3.5	-88*	5
C[C@H]1CN([C@@H](C)CO)C(=O)c2cc(NC(=O)Nc3ccc(F)cc3)ccc2O[C@H]1CN(C)Cc1ccc(C(=O)Nc2ccccc2N)cc1
→ 51	-3.6	-71	4
C[C@H]1CN([C@@H](C)CO)C(=O)c2cc(/C=C/c3ccccc3)cnc2O[C@@H]1CN(C)C(=O)C1CCOCC1
→ 69	0.4	-41	-1
O=C(Cc1ccncc1)NCC[C@H]1CC[C@H](NC(=O)C2CCC2)[C@H](CO)O1
→ -13	-0.8	-1	x
C[C@@H]1CN([C@@H](C)CO)C(=O)Cc2cc(NC(=O)CCC(F)(F)F)ccc2O[C@@H]1CN(C)C(=O)Nc1cccc2ccccc12
→ 1	-0.5	5	-1
O=C(Cc1ccncc1)NCC[C@H]1CC[C@H](NC(=O)C2CC2)[C@@H](CO)O1
→ x	4.1	-3	0

# Rewritten as labelled records: four of the compounds above
smiles: Cc1noc(C)c1NC(=O)NCC[C@@H]1CC[C@@H](NC(=O)Nc2cccc(F)c2)[C@H](CO)O1
  Tcruzi prolif: -15
  KDM4C inh: -1.3
  Pf Dd2 growth: -1
  C diff HTS: 4

smiles: C[C@@H]1CN([C@@H](C)CO)C(=O)c2cccc(NC(=O)CCCCCC(=O)Nc3ccccc3N)c2O[C@H]1CN(C)S(=O)(=O)c1ccc(F)cc1
  Tcruzi prolif: x
  KDM4C inh: -2.4
  Pf Dd2 growth: -76
  C diff HTS: -5

smiles: COc1ccc(NC(=O)N(C)C[C@H]2Oc3ccc(NC(=O)CCN4CCOCC4)cc3C(=O)N([C@@H](C)CO)C[C@@H]2C)cc1
  Tcruzi prolif: 26
  KDM4C inh: -2.2
  Pf Dd2 growth: 6
  C diff HTS: 2

smiles: COCC(=O)Nc1ccc2c(c1)OC[C@H](C)N(C(=O)c1cccnc1)C[C@@H](C)[C@@H](OC)CN(C)C2=O
  Tcruzi prolif: -12
  KDM4C inh: 0.6
  Pf Dd2 growth: 25
  C diff HTS: -12

# New compounds follow:
# Results follow in this order: Tcruzi prolif	KDM4C inh	Pf Dd2 growth	C diff HTS
C/C=C/c1ccc([C@H]2[C@@H](CO)N(C(=O)c3cccnc3)[C@H]2C#N)cc1
→ 52	-3.8	17	-7
CC(=O)Nc1ccc2c(c1)C(=O)N(C)[C@H]1CC[C@@H](CC(=O)NCC3CC3)O[C@H]1CO2
→ 5	0.5	2	1
C[C@@H]1CN([C@@H](C)CO)C(=O)c2cc(NC(=O)Nc3cccc4ccccc34)ccc2O[C@@H](C)CCCCO[C@H]1CN(C)C(=O)C1CCCCC1
→ 46	-0.7	-51	0
COCC(=O)N1C[C@@H]2[C@H](c3ccccc31)[C@H](CO)N2C(=O)c1ccncc1
→ 8	2.9	12	-4
C[C@@H]1CN([C@@H](C)CO)S(=O)(=O)c2ccc(-c3cccc(F)c3)cc2O[C@H]1CN(C)C(=O)C1CC1
→ x	0.2	-4	0
C[C@H]1CN([C@@H](C)CO)C(=O)c2cc(NC(=O)CCN3CCOCC3)ccc2O[C@H]1CN(C)S(=O)(=O)c1cccs1
→ -148	1.3	2	1
COc1ccc2c3c(n(C)c2c1)[C@H](CO)N(C(=O)CN1CCOCC1)CC31CCN(C)CC1
→ x	2.1	-9	1
C[C@@H]1CN([C@H](C)CO)C(=O)c2cc(NC(=O)CCC(F)(F)F)ccc2O[C@@H]1CN(C)S(C)(=O)=O
→ 3	-1.0	1	-1
O=C(C1CCC1)N1CC2(C1)[C@@H](c1ccccc1)[C@H](CO)N2C(=O)c1cccnc1
→ x	-0.8	19	44
Cc1cccc(-c2ccc([C@@H]3[C@H]4CN(C(=O)c5cccnc5)CC(=O)N4[C@H]3CO)cc2)c1
→ x	2.6	-13	-4
COc1ccc(CN(C)C[C@@H]2OCCCC[C@@H](C)Oc3ccc(NS(=O)(=O)c4ccc(Cl)cc4)cc3C(=O)N([C@H](C)CO)C[C@H]2C)cc1
→ u	-0.5	-56	-6
C[C@H](CO)N1C[C@H](C)[C@@H](CN(C)S(=O)(=O)c2ccc(Cl)cc2)Oc2ccc(NC(=O)Cc3ccccc3)cc2C1=O
→ 19	0.9	-44	-1
COc1ccc2c3c(n(C)c2c1)[C@H](CO)N(C(=O)C1CC1)CC31CCN(C(=O)CN(C)C)CC1
→ x	-1.1	-78	-3
CCC(=O)N(C)C[C@H]1Oc2ncc(C#CCc3ccccc3)cc2C(=O)N([C@H](C)CO)C[C@@H]1C
→ 31	2.8	-33	-5
C/C=C/c1cnc2c(c1)C(=O)N([C@H](C)CO)C[C@H](C)[C@@H](CN(C)C(=O)c1ccc3c(c1)OCO3)O2
→ 16	1.6	-30	0
O=C(NCC(F)(F)F)[C@@H]1[C@@H](CO)[C@@H]2Cn3c(cccc3=O)[C@@H]2N1C(=O)C1CC1
→ 71	2.3	x	-2
CC(C)CC#Cc1cnc2c(c1)C(=O)N([C@@H](C)CO)C[C@@H](C)[C@H](CN(C)C(=O)c1ccc3c(c1)OCO3)O2
→ 57	-1.9	-41	-4
C[C@H]1CN([C@@H](C)CO)C(=O)Cc2cc(NC(=O)c3ccncc3)ccc2O[C@@H]1CN(C)C(=O)Nc1cccc2ccccc12
→ 2	1.3	32	-11
CN(C)C(=O)C[C@H]1C=C[C@@H](NC(=O)C2CCC2)[C@@H](CO)O1
→ -19	-0.5	12	0
C[C@H]1CN([C@@H](C)CO)C(=O)c2cc(C#Cc3ccc(F)cc3)cnc2O[C@H]1CN(C)S(C)(=O)=O
→ 9	-1.6	2	-1
C[C@@H]1CN([C@H](C)CO)C(=O)c2cccc(NC(=O)c3ccncc3)c2O[C@H]1CN(C)Cc1ccc(Cl)c(Cl)c1
→ 67	0.7	-28	1
CO[C@H]1CN(C)C(=O)c2ccc(NC(=O)Cc3ccccc3)cc2OC[C@@H](C)NC[C@@H]1C
→ 22	0.5	-38	x
C[C@@H]1CN([C@@H](C)CO)C(=O)c2c(c3ccccc3n2C)-c2ccccc2CO[C@H]1CN(C)C(=O)[C@@H](Cc1ccccc1)N(C)C
→ -8	-0.7	-20	5
C[C@@H]1CN([C@H](C)CO)C(=O)Cc2cc(NC(=O)Nc3ccc4c(c3)OCO4)ccc2O[C@@H]1CN(C)C(=O)Nc1cccc2ccccc12
→ 0	1.0	-5	-13
Cc1ccc(S(=O)(=O)N(C)C[C@@H]2OCCCC[C@@H](C)Oc3ccc(NC(=O)c4ccncc4)cc3C(=O)N([C@@H](C)CO)C[C@@H]2C)cc1
→ x	-0.7	-70	x
CCNC(=O)C[C@@H]1CC[C@@H]2[C@H](COC[C@H](O)CN2C(=O)Nc2c(C)noc2C)O1
→ 67	0.0	0	x
C[C@@H]1CN([C@@H](C)CO)C(=O)c2cc(NC(=O)Cc3ccccc3)ccc2O[C@H]1CN(C)C(=O)Nc1cccc2ccccc12
→ 54	0.2	-37	3

# Bioassay records deposited in PubChem BioAssay by Broad Institute.
